INS-1E GSIS act = GLuc luminescence reporter in INS-1E cells, primary screen for activators of glucose-dependent secretion of insulin. INS-1E GLuc reporter insulin secretion, 2-3 h. AID 743287. actives 0.61% (n = 370,000). activation, % at 16.6 µM;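 active means lowest replicate activation of at least 40%, so every replicate reaches that level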;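 further: 0% = median of neutral control wells and 100% = median of IBMX positive control wells; some compounds called inactive have numbers as strong as hits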
PAX8 inh HTS = inhibitors of PAX8 transcriptional activity in RMG-I cells; AID 652154; RMG-I TPO-luciferase reporter, SteadyGlo, 24 h; actives 1.2% (n = 360,000); inhibition, % at 12.6 µM;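 active means mean replicate inhibition at least 60% with every replicate also reaching 60%; inconclusive means only one of the two criteria is met; inactive means mean below 60% and not all replicates reaching 60%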;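 further: luciferase light reporting Pax8 driven TPO promoter activity; plate controls were median of neutral control wells for no effect and mitoxantrone controls for full effect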
F508del corr = correctors of CFTR F508del function in bronchial epithelial cells. CFBE cells, YFP halide quenching; stimulated with forskolin plus potentiator P3; % fluorescence drop versus neutral controls. actives 0.36% (n = 350,000). activity (quench increase), % at 7.58 µM;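 active means mean added fluorescence quench of at least 8% versus neutral control, with both replicates also reaching 8%; inconclusive means only one of the mean or replicate conditions met; inactive means mean below 8% and not both replicates reaching 8%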;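 further: cells transiently co-express mutant CFTR-F508del with the halide-sensitive YFP; corrector assay measuring rescue of mutant channel to the surface after 24 h compound exposure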
DENV2 CPE rescue = inhibitors of DENV2 cytopathic effect. DENV2-infected cells, cytopathic effect rescue, plate reader. actives 1.7% (n = 350,000). AID 651640. CPE inhibition, % at 9.99 µM; in the data active means CPE inhibition above about 20%, passing the limit was not always enough; inconclusive means no clear call, values can overlap the other calls; tested in BHK-21 cells;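 further: 0% = median of neutral control wells and 100% = median of positive control wells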
XiGFP reactiv = X-chromosome reactivation activator. actives 0.055% (n = 360,000). AID 743238. XiGFP mouse fibroblasts, % GFP-positive cells imaging, 3 d; cells co-treated with 5-aza-dC sensitizer; scaled so ellipticine positive control = 100%. activation, % at 7.58 µM;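 active means mean normalized replicate activation at least 10% and every replicate at or above 10%; inconclusive means only one of the two criteria met; inactive means mean below 10% and not all replicates reach 10%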;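 further: 0% = median of on-plate neutral control wells and 100% = ellipticine 6 µM median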
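Material: XiGFP fibroblasts, SV40-immortalized; Buffer or medium: DMEM containing 5-aza-dC; Compound dosing: single point; Times: 3 days compound exposure.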
ERp5 block = blocks human ERp5 reductase activity on insulin; AID 651711; actives 0.05% (n = 350,000); ERp5 insulin aggregation, absorbance 650 nm, 90 min; inhibition, % at 9.99 µM;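 active means mean replicate inhibition above about 25%, with every replicate also reaching it, limit read from the data, passing the limit was not always enough; inconclusive means only one of those two criteria met; inactive means neither criterion met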
Target sequence (Q15084 whole entry, looked up): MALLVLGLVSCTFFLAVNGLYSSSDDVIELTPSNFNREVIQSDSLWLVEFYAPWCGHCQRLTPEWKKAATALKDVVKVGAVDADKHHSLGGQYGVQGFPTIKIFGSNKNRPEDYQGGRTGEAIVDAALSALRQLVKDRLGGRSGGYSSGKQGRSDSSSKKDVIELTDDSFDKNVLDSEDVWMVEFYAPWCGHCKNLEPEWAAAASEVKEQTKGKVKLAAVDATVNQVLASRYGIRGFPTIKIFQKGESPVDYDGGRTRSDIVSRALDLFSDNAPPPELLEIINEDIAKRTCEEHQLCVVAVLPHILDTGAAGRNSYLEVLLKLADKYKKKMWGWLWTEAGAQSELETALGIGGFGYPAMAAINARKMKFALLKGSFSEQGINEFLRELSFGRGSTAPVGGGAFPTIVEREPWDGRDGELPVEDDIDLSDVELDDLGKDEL
ARNT-TACC3 inh = ARNT/TACC3 interaction disruption. AID 623870. inhibition, % at 9.99 µM. AlphaScreen His-ARNT PAS-B/GST-TACC3 binding, luminescence; TACC3 fragment carries E629A point mutation. actives 0.66% (n = 390,000);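 active means mean inhibition of replicates at least 50% and at least half of replicates each reaching 50%; inconclusive means half or more replicates reach 50% but mean below 50%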;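 further: 0% = complete ARNT plus TACC3 wells and 100% = ARNT alone without TACC3; many hits fall short of the cut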
EWS-Fli inh = blocks EWS/Fli oncoprotein-driven transcription; A673 NR0B1-luciferase reporter, viability-normalised; inhibition, % at 12.6 µM; actives 0.67% (n = 350,000);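 active means mean inhibition of at least 50% after viability correction, with every replicate also passing that limit; inconclusive means mean reaches 50% but only one of two replicates passes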;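 further: firefly luciferase signal divided by Alamar Blue viability fluorescence both relative to DMSO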
Numbers without * were called inactive; ? = inconclusive; nt = no result given; & = joins results of further samples.

SMILES | INS-1E GSIS act | PAX8 inh HTS | F508del corr | DENV2 CPE rescue | XiGFP reactiv | ERp5 block | ARNT-TACC3 inh | EWS-Fli inh
C=CCNC(=S)/N=c1/ccccn1CC | -13 | -7 | 0.0 | -2 | 0.0 | -5 | 9 | 2
Cc1ccc(SCc2nc(N)nc(Nc3ccccc3C)n2)cc1C | -7 | -2 | nt | -2 | 0.2 | 1 | 5 | -8
Cc1cc(Cl)c(S(=O)(=O)N2CCCC2)cc1OCC(N)=O | 12 | 7 | -2.1 | ? | 0.0 | -2 | nt | 9
COc1cccc(S(=O)(=O)Nc2ccc3c(c2)[C@@H]2C[C@@H](CC(=O)NCc4cccc(F)c4)O[C@H](CO)[C@@H]2O3)c1 | -14 | 7 | 1.4 | -3 | 0.2 | -5 | 17 | 2
CC1CC(C)CN(C(=O)C(Cc2ccccc2)n2cccc2)C1 (stereo not drawn) | -38 | 6 | -1.7 | 9 | -0.1 | -2 | -6 | -5
O=c1c2ccccc2nc2c3ccccc3c(NCc3ccccn3)nn12 | 1 | 6 | -0.5 | 2 | -0.1 | -1 | 12 | -10
CC1CCN(C(=O)c2[nH]cnc2C(=O)N[C@@H](CCCCNC(=O)OC(C)(C)C)C(=O)OC(C)(C)C)CC1 | -13 | 7 | 1.1 | -11 | -0.1 | 1 | 8 | -3
O=c1cc(-c2ccccc2)nc2cc(-c3ccco3)[nH]n12 | 6 | -9 | 3.0 | -1 | 0.0 | 2 | 4 | -13
CCOC(=O)[C@@H](C)N(C(=O)OC(C)(C)C)S(=O)(=O)N(Cc1ccccc1)[C@H](C(=O)OC)C(C)C | nt | 16 | -1.9 | -18 | -0.1 | 6 | -13 | 3
CCOc1ccc(S(=O)(=O)N2CCN(C(=O)c3ccccc3Cc3ccccc3)CC2)cc1 | 7 | 5 | -8.4 | 17 | -0.1 | -9 | -11 | 9
CCc1ccc(-n2ccc(=O)c(C(=O)O)n2)cc1 | 2 | 13 | -1.8 | 2 | 0.1 | 4 | 4 | -6
Clc1ccccc1-c1ccc2ncnc(NCc3cccs3)c2c1 | nt | 18 | -3.4 | -7 | 0.1 | -4 | 20 | 14
Cc1ccccc1N=C/C=C1/C=C(c2ccccc2)OC(C)(C)O1 | -26 | nt | 0.9 | ? | nt | -2 | 7 | -1
CCCNC(=O)N1[C@H](CO)[C@H](c2ccc(C3=CCCC3)cc2)[C@@H]1CNC(C)=O | 3 | 22 | -4.9 | -11 | 0.0 | nt | -8 | -1
O=C(Nc1ccc(S(=O)(=O)Nc2nccs2)cc1)c1ccccc1OC(F)F | 20 | -10 | 2.0 | 8 | -0.1 | -15 | -3 | 2
COc1ccccc1C(=O)Nc1c(-c2ccccc2)nc2ccccn12 | 8 | -13 | -1.1 | 6 | 0.1 | 6 | -6 | 2
CC1CCCN(C(=O)C2CCC(CNc3c(N4CCCCC4)c(=O)c3=O)CC2)C1 (stereo not drawn) | -10 | 48 | 0.1 | -5 | -0.2 | -7 | -5 | 1
C[C@@H]1CN([C@H](C)CO)C(=O)c2cc(NC(=O)CCCN(C)C)ccc2O[C@H]1CN(C)Cc1ccc(C(=O)O)cc1 | 6 | -15 | 1.3 | 0 | 0.4 | -2 | -9 | nt
Cc1ccc2cc(CN(C(=O)c3cccs3)c3ccccc3)c(=O)[nH]c2c1 | -5 | -14 | 1.3 | -6 | -0.3 | 5 | -17 | 3
CCCC#Cc1ccc2c(c1)[C@@H]1[C@@H](CCN1S(=O)(=O)c1ccc(C)cc1)[C@@H](CO)N2C | 9 | -36 | -1.1 | 15 | 0.2 | -4 | 4 | 2
O=C(C1CCCC1)N1CCCCN2[C@H](CO)[C@H](c3ccc(-c4ccncc4)cc3)[C@H]2C1 | nt | 6 | 0.3 | 4 | nt | 1 | -1 | 2
COc1ccc(S(=O)(=O)Nc2ccc3c(c2)C(=O)N([C@H](C)CO)C[C@H](C)[C@@H](CN(C)S(=O)(=O)c2cn(C)cn2)O3)cc1 | 11 | nt | -1.4 | 0 | 0.1 | -11 | 3 | -6
Cc1sc(NC(=O)c2ccccc2)c(C(c2ccc(Cl)cc2)N2CCN(CCO)CC2)c1C (stereo not drawn) | nt | 8 | nt | 0 | 0.2 | 4 | 4 | 0
COc1ccccc1-c1c(C)nn2c(-c3ccccc3)cc(C)nc12 | -1 | 16 | 0.3 | 5 | 0.0 | 3 | 10 | 5
CCS(=O)(=O)N1[C@H](CO)[C@@H](c2ccc(C#CCC3CCCC3)cc2)[C@@H]1C#N | -15 | 8 | -0.4 | 2 | -0.1 | 1 | 5 | 10
COc1ccc(NC(=O)CCCC(=O)O)cc1Cl | 29 | -5 | -1.5 | -3 | 0.4 | 2 | 2 | 12
COc1ccc2c3c(n(C)c2c1)[C@H](CO)N(C(=O)C1CCCC1)CC31CN(C(=O)CC2CC2)C1 | -11 | nt | 0.2 | -8 | 0.0 | -1 | nt | 21
CCN1CCN(c2ccc(S(=O)(=O)N3CCOCC3)cc2NC(=O)c2ccccc2OC(F)F)CC1 | 9 | nt | -1.3 | -8 | 0.1 | 2 | -2 | 8
COCCN(C(=O)CCC(=O)Nc1nccs1)C(C(=O)NCCC(C)C)c1ccc(OC)cc1 (stereo not drawn) | -8 | 6 | -2.6 | 0 | 0.0 | -1 | -5 | 1
O=[N+]([O-])c1ccc(NCCc2ccccc2)c(Br)c1 | 16 | 6 | 1.2 | 1 | 0.1 | 1 | -7 | -19
CSCCC(NC(=O)c1ccccc1Cl)C(=O)NNC(=O)c1ccccc1O (stereo not drawn) | -10 | 14 | 0.6 | 1 | -0.1 | 5 | -1 | 8
Cc1ccc(NC(=O)CCc2nnc3ccc(NCc4ccco4)nn23)cc1 | nt | -7 | -2.5 | 0 | 0.6 | -1 | 4 | -6
CCCCn1nnnc1C1(C)CCC(=O)N1CCc1ccccc1F (stereo not drawn) | 0 | -33 | 1.6 | 13 | 0.2 | 1 | nt | -4
COCC(=O)Nc1cc(C(=O)Nc2ccccc2)ccc1Cl | 5 | -83 | -0.9 | 4 | 0.0 | 1 | nt | -57
O=S(=O)(c1ccccc1)N1[C@@H]2CNC[C@H]1C2c1ccc(-c2cccc(F)c2)cc1 (stereo partly drawn) | 2&12 | 6&-3 | 0.6&1.5 | 2&-1 | 0.2&0.1 | 2&-1 | nt | -6&-3
COc1ccc(NC(=O)Nc2ccc3c(c2)C(=O)N([C@@H](C)CO)C[C@H](C)[C@H](CN(C)Cc2ccc(C(=O)Nc4ccccc4N)cc2)O3)cc1 | 6 | nt | 0.9 | 4 | -0.7 | -11 | -2 | -9
COCC(=O)N1CCC2(CC1)CN(Cc1nccs1)[C@@H](CO)c1c2c2ccc(OC)cc2n1C | 8 | nt | 1.2 | 1 | 0.3 | -9 | nt | -5
Cc1ccc2nc(C)c3c(c2c1)COC3 | -1 | 2 | nt | nt | 0.2 | nt | -3 | nt
Cc1ccccc1-c1nnn(CC(=O)Nc2cccc(S(N)(=O)=O)c2)n1 | 2 | 8 | -0.1 | -1 | -0.1 | 2 | -7 | 4
CCNC(=O)C[C@H]1CC[C@H]2[C@H](COc3ccc(NC(=O)Nc4cccc(Cl)c4)cc3C(=O)N2C)O1 | -3 | 7 | 1.4 | -7 | 0.2 | 17 | 3 | 1
Cc1cccc(C)c1Nc1nnc(SCc2cn3cccc(C)c3n2)s1 | 2 | -45 | -3.5 | -2 | -0.1 | 2 | nt | 8
COc1ccccc1-c1nnc(SCC(=O)c2c(N)n(C3CC3)c(=O)[nH]c2=O)o1 | 1 | 11 | 3.6 | 10 | 0.0 | -13 | -12 | 11
CN(C)CCN(Cc1ccccc1)C(=O)C1CCN(c2ncnc3c2nc2n3CCCCC2)CC1 | 27 | -4 | -0.1 | -1 | 0.4 | 2 | 0 | -6
O=C(C[C@H]1CC[C@H]2[C@@H](COC[C@H](O)CN2S(=O)(=O)c2ccc(Cl)cc2)O1)N[C@@H]1CCN(Cc2ccccc2)C1 | -5 | 6 | 2.0 | -4 | 0.0 | 5 | 8 | 10
Cc1cccc(CN(C)C[C@@H]2Oc3ncc(Br)cc3C(=O)N([C@H](C)CO)C[C@@H]2C)c1 | 11 | nt | 1.2 | 3 | -0.6 | 13 | -16 | -2
O=C(CCCn1nnnc1CN1CCOCC1)N1CCN(c2ccccc2F)CC1 | nt | nt | -0.8 | -10 | 0.0 | -7 | -3 | -2
Cc1noc(C)c1NC(=O)Nc1ccc2c(c1)C(=O)N([C@@H](C)CO)C[C@H](C)[C@H](CN(C)Cc1ccccc1)O2 | 6 | 13 | -1.7 | 23* | 0.1 | 1 | -4 | -5
S=C(NCc1cccs1)Nc1cc(Cl)cc(Cl)c1 | -40 | -5 | 1.3 | -3 | 0.0 | 3 | -25 | 5
CCNC(=O)C[C@@H]1C=C[C@@H](NC(=O)NC2CCCCC2)[C@H](CO)O1 | -3 | -6 | 8.8* | 4 | -0.4 | -2 | -9 | 16
NS(=O)(=O)c1ccc(N2N=C(c3ccccc3)CC2c2ccccc2Cl)cc1 (stereo not drawn) | 9 | 4 | 1.2 | ? | 0.2 | 1 | -24 | -12
Carrying on:
SMILES | INS-1E GSIS act | PAX8 inh HTS | F508del corr | DENV2 CPE rescue | XiGFP reactiv | ERp5 block | ARNT-TACC3 inh | EWS-Fli inh
COc1ccccc1OCC(=O)OCC(=O)NC1CCCCC1 | -13 | 7 | 3.8 | 1 | 0.0 | -3 | 2 | 1
O=C(NCc1cccnc1)C(=O)Nc1nc(C23CC4CC(CC(C4)C2)C3)cs1 | -25 | 9 | 0.7 | -6 | 0.1 | 3 | 9 | 6
CC(C)c1ccc(OCC(O)CN2CCN(c3ccccc3)CC2)cc1 (stereo not drawn) | -20&-12 | 7 | 1.0 | 3 | 0.1 | -1&-1 | 5&4 | -1
Cc1ccc(C=C2C(=O)c3ccccc3C2=O)o1 | 0 | 6 | nt | nt | 0.2 | nt | 0 | nt
COc1cc(OC)cc(-c2oc3cccnc3c2C#CCCO)c1 | -5 | -17 | -1.0 | -8 | 0.0 | -6 | 40 | 2
CC(C)CN(C(=O)CSc1nc(-c2ccccc2)cn1N)c1c(N)n(Cc2ccccc2)c(=O)[nH]c1=O | -3 | -21 | 0.0 | -7 | 0.1 | 5 | -1 | -72
CC(C)c1ccc(S(=O)(=O)c2cnc(=S)[nH]c2N)cc1 | -4 | -10 | -0.4 | 2 | 0.2 | -2 | -4 | -4
Clc1ccc2nc(CSc3ccccc3)cn2c1 | 16 | -38 | nt | 4 | 0.2 | 1 | -4 | ?
COc1ccc(S(=O)(=O)N(CC(=O)N2CCCCCC2)c2ccccc2OC)cc1 | 0 | 7 | 2.1 | 10 | 0.0 | 0 | -6 | 11
NC(=S)Nc1ccc(C(F)(F)F)cc1Cl | -16 | 0 | -2.0 | ? | 0.5 | 4 | -1 | -7
CCCCCn1c(N)c(-c2nc3ccccc3s2)c2c([N+](=O)[O-])nn(C)c(=O)c21 | nt | nt | 3.5 | 7 | nt | 7 | nt | 27
O=C(NCCO)/C(=C/c1cccc([N+](=O)[O-])c1)NC(=O)c1ccco1 | -1 | -6 | -1.4 | nt | 0.0 | 8 | -2 | -3
COC(=O)[C@H](CC(C)C)NS(=O)(=O)c1ccc(F)cc1Br | 1 | -22 | -4.1 | 6 | 0.1 | 3 | nt | 1
